Assay outcomes: PubChem BioAssay, several laboratories
GPR55 LPI antagonism: inhibition of LPI-stimulated GPR55 beta-arrestin translocation – imaging, U2OS, beta-arrestin-GFP, LPI agonist, primary screen (AID 2013); inhibition, % at 10 µM; hits with a dose series show IC50 in µM; hit rate 0.13% among 290,000; U2OS GPR55 beta-arrestin-GFP translocation imaging, LPI antagonism; higher % means a stronger effect;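 active = spots per cell inhibited over 60%, with over 100 cells counted and total cytoplasm intensity under 500,000; inconclusive = wells with under 100 cells, flagged as likely toxic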;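 note: U2OS cells stably carrying GPR55 and arrestin-GFP stimulated by 5 µM LPI near EC80; imaged beta-arrestin-GFP aggregate spots per cell after agonist stimulation; plate controls were LPI-stimulated DMSO wells for no effect and DMSO wells without LPI for full effect; some results filed as inactive read as strong as hits; confirmed hits need IC50 under 10 µM and bright autofluorescent wells are also inconclusive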
NTR1 ag: NTR1-driven beta-arrestin-GFP spot formation – imaging, U2OS cells, high content, primary screen (AID 493036) | P30989 | agonist mode | activation, % at 20 µM | hit rate 0.17% among 330,000;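 active = activation at or above 40% of the spot to cytoplasm intensity ratio, with at least 20 cells analyzed; inconclusive = wells under 20 cells, flagged as cytotoxic or low count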;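 note: 0% = DMSO without peptide and 100% = 100 nM NTR1 peptide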
Target sequence (P30989 whole entry, looked up): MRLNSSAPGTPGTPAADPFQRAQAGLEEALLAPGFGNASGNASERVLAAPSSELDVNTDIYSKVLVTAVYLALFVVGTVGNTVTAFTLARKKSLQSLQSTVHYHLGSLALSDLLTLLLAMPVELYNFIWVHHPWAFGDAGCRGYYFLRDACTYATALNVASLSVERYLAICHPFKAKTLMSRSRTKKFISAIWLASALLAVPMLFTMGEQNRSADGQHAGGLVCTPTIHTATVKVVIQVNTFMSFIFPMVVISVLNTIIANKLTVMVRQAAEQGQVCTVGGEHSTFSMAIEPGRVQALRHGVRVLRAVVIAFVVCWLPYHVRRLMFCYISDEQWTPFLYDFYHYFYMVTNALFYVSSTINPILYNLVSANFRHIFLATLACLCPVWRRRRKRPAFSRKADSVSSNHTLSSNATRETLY
GPR35 antagonists: inhibition of zaprinast-stimulated GPR35 beta-arrestin translocation – imaging, U2OS, beta-arrestin-GFP, zaprinast agonist, primary screen (AID 2058); one-dose inhibition, % at 10 µM; IC50 in µM for titrated hits; hit rate 0.052% among 290,000; U2OS GPR35 beta-arrestin-GFP translocation imaging, zaprinast antagonism; higher % means a stronger effect;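 active = inhibition of at least 50% with at least 30 cells and total cytoplasm GFP at most 10,000,000; inconclusive = under 30 cells or total GFP of 10,000,000 plus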
UTI89 phage lysis: protection from phage-mediated lysis, alamar blue read-out – E. coli UTI89, K1F phage, bacterial capsule biogenesis inhibitors (AID 488966); E. coli UTI89 K1F phage lysis, alamar blue, 2 h; higher % means a stronger effect; one-dose inhibition, % at 100 µM; IC50 in µM for titrated hits; hit rate 0.02% among 340,000;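 active = phage lysis inhibition, versus mean bacterial control, above a set limit; inconclusive = no clear call, values can overlap the other calls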;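 note: capsule biogenesis inhibitors block K1F phage lysis so surviving cells raise fluorescence; higher fluorescence means more inhibition of phage lysis; actives were called in the ten point dose series up to 300 µM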
MgcRacGAP inhibition: MgcRacGAP GTPase-activating activity inhibitors, confirmation, biochemical, ADP Hunter fluorescence; MgcRacGAP-stimulated Rac1 GTP hydrolysis, ADP Hunter fluorescence; higher % means a stronger effect; GST-tagged Rac1 F28L mutant substrate; inhibition, % at 30 µM; hits with a dose series show IC50 in µM; hit rate 0.6% among 340,000;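 active = first-screen hits whose inhibition reached a set limit at any dose in the follow-up dose series; inconclusive = inhibition above the set first-screen limit but never retested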;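 note: fluorescence reports GDP produced by GAP-driven GTP hydrolysis; strong numbers were not always called active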
GPR55 beta-arrestin: selective activators of receptor GPR55 – imaging, U2OS cells, beta-arrestin-GFP redistribution, primary screen (AID 1961). U2OS GPR55 beta-arrestin-GFP redistribution imaging; higher % means a stronger effect. one-dose activation, % at 10 µM; EC50 in µM for titrated hits. hit rate 0.048% among 290,000;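 active = activation above 40% with more than 50 cells counted in the well; inconclusive = wells holding fewer than 50 cells, flagged as toxic or sparse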;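 note: U2OS osteosarcoma cells stably expressing GPR55 and beta-arrestin-GFP; plate controls were DMSO negative control for no effect and LPI positive control for full effect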
NOD1 NF-kB reporter: NOD1 signaling inhibitors, primary screen, cell-based, luminescence, uHTS (AID 1578); NOD1-driven NF-kB luciferase reporter cells, luminescence; higher % means a stronger effect; inhibition, % at 4 µM; hits with a dose series show EC50 in µM; hit rate 1% among 290,000; in the data active = inhibition mostly above about 36%, no sharp cut-off; inactive = mostly below about 34%;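 note: HEK-293T reporter cells stimulated with the NOD1 agonist gamma-tri-DAP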
KOR beta-arrestin-1: KOR agonists, beta-arrestin recruitment, primary screen, cell-based, luminescence, uHTS (AID 1777); activation, % at 10 µM, or EC50 in µM where a hit was titrated; KOR beta-arrestin recruitment, luminescence; higher % means a stronger effect; hit rate 0.02% among 280,000; in the data active = activation above about 50%, passing the limit was not always enough; note: a part of the inactive calls stands beside numbers as strong as those of hits
KOR beta-arrestin-2: kappa opioid receptor blockers – cell-based, luminescence, uHTS (AID 1778); inhibition, % at 10 µM, or IC50 in µM where a hit was titrated; hit rate 0.091% among 290,000; KOR beta-arrestin recruitment, luminescence, antagonist mode; higher % means a stronger effect; in the data active = inhibition above about 50%; note: strong numbers were not always called active
NTR1 ag cell count 20 µM: second read-out of NTR1 ag, no call of its own (marks repeat the call); cell count; measured here: cell count, cytotoxicity flag
* = called active by the depositor; ? = inconclusive; / = no result given; [ ] = dose if it differs, or a comment. Not all compounds are listed; count on the stated rates, not on these rows.

Values run as follows: GPR55 LPI antagonism | KOR beta-arrestin-1 | NOD1 NF-kB reporter | MgcRacGAP inhibition | GPR35 antagonists | GPR55 beta-arrestin | NTR1 ag cell count 20 µM | KOR beta-arrestin-2 | NTR1 ag | UTI89 phage lysis
O=C(Nc1ccccc1)C1CCN(c2nccs2)CC1
  19% | -6.6% | 5% | 8% | -1% | -0.2% | 89 | 5% | -5.4 | 4.8%
O=S(=O)(O)c1cccc2c(N=Nc3ccc(O)c4ncccc34)cccc12
  -3% | 2.8% | 25% | 18% | -6% | -0.1% | / | -7% | / | -0.1%
COc1ccc(NC(=O)N2CCCC(c3ccccc3)C2)cc1 (stereo not drawn)
  3% | 1.1% | -8% | 8% | -7% | -0.3% | 80 | -8% | 0.2 | -1.1%[50 µM]
CCn1c(C)nc2cc(S(=O)(=O)C(F)(F)C(F)C(F)(F)F)ccc21 (stereo not drawn)
  -15% | 3.0% | 26% | 3% | -12% | -0.1% | 63 | -9% | 2.1 | -0.7%
CCOc1cc(C)ccc1OCc1nnc(SCC(=O)Nc2cccc(C(=O)O)c2)n1-c1ccccc1
  -7% | 3.3% | -11% | 7% | 6% | -0.2% | 54 | 1%[20 µM] | -0.4 | 0.1%
COc1ccc(C2CC(=O)Nc3cc(C)c(C)cc32)c(OC)c1OC (stereo not drawn)
  -2% | -8.3% | -2% | 11% | 14% | -0.1% | 46 | -9% | 0.5 | 0.2%
O=C(CSCc1ccccc1)Nc1ccccc1
  8% | 5.6% | -13% | 6% | -3% | 0.3% | 30 | -14% | -0.8 | 0.2%
COc1ccc(C(=O)/C=C/Nc2ccc(S(=O)(=O)Nc3cc(OC)nc(OC)n3)cc2)c(OC)c1
  -4% | 15% | 37% | 0% | -13% | 0.0% | 62 | -12% | -0.7 | 0.1%
Cc1nc2ccccc2c(=O)n1/N=C/c1ccccc1O
  6% | 2.8% | -7% | 8% | -6% | -0.2% | 85 | -18% | 2.2 | 0.1%
O=C1C(Cl)=C(N2CCCCC2)C(=O)N1Cc1ccccc1
  9% | 7.6% | -13% | 4% | -2% | 0.0% | 40 | 11% | 2.2 | -4.7%
Cc1ccc(NC(=O)CC2SC(=NCC3CCCO3)NC2=O)cc1Cl (stereo not drawn)
  3% | 1.6% | -27% | 2% | 9% | 0.1% | 44 | -6% | -2.7 | 1.2%
CCCCn1c(-c2ccc(Cl)cc2)nc2c(=O)n(C)c(=O)[nH]c21
  9% | -4.1% | -7% | 10% | 17% | -0.1% | / | -30% | / | 0.2%
O=C(N/N=C/c1cccnc1)C1CCCN(S(=O)(=O)c2ccccc2)C1 (stereo not drawn)
  3% | 1.1% | -13% | 10% | -10% | -0.3% | 53 | 12% | 0.2 | 0.5%
CC(=O)Oc1ccc(C(=O)NCc2ccco2)cc1
  15% | -1.8% | -14% | 7% | -10% | -0.2% | 50 | 6% | -0.8 | 0.1%
COc1ccc(C(=O)Nc2ccc(C(=O)NCCc3ccc(OC)c(OC)c3)cc2)cc1
  0% | -2.4% | -28% | 4% | -1% | 0.8% | 44 | -16% | 1.3 | 1.8%
CCCn1c(=O)c(C(=O)NCc2ccc3c(c2)OCO3)c(O)c2ccccc21
  -5% | 1.8% | -18% | 4% | 11% | 0.3% | 55 | -28%[20 µM] | 1.1 | 2.4%
CCN(CC)CCNC(=O)c1cc2c(-c3ccc(Cl)cc3)nn(C)c2s1
  7% | 2.5% | -12% | ? | 6% | -0.2% | 61 | -34% | 3.8 | -0.3%
Nc1nc2nc(-c3ccccc3)cc(=O)n2[nH]1
  6% | -4.6% | 15% | 5% | 20% | -0.1% | 81 | 9% | 1.6 | 0.5%
CCN(CC)c1ccc(C=C(c2nnnn2-c2ccccc2)c2nnnn2-c2ccccc2)cc1
  -1% | -1.5% | -17% | 1% | -2% | 0.2% | 65 | 45% | -2.4 | 0.3%
O=C(OCc1cn(-c2ccc(Cl)c(Cl)c2)nn1)c1ccccc1Cl
  8% | 0.3% | / | 2% | 20% | -0.2% | 82 | -19% | 2.1 | 1.5%

Random excerpt: 5 compounds from above
Values run as follows: GPR55 LPI antagonism | KOR beta-arrestin-1 | NOD1 NF-kB reporter | MgcRacGAP inhibition | GPR35 antagonists | GPR55 beta-arrestin | NTR1 ag cell count 20 µM | KOR beta-arrestin-2 | NTR1 ag | UTI89 phage lysis
COc1ccc(C(=O)/C=C/Nc2ccc(S(=O)(=O)Nc3cc(OC)nc(OC)n3)cc2)c(OC)c1
  -4% | 15% | 37% | 0% | -13% | 0.0% | 62 | -12% | -0.7 | 0.1%
CCCn1c(=O)c(C(=O)NCc2ccc3c(c2)OCO3)c(O)c2ccccc21
  -5% | 1.8% | -18% | 4% | 11% | 0.3% | 55 | -28%[20 µM] | 1.1 | 2.4%
Nc1nc2nc(-c3ccccc3)cc(=O)n2[nH]1
  6% | -4.6% | 15% | 5% | 20% | -0.1% | 81 | 9% | 1.6 | 0.5%
CCOc1cc(C)ccc1OCc1nnc(SCC(=O)Nc2cccc(C(=O)O)c2)n1-c1ccccc1
  -7% | 3.3% | -11% | 7% | 6% | -0.2% | 54 | 1%[20 µM] | -0.4 | 0.1%
CCN(CC)CCNC(=O)c1cc2c(-c3ccc(Cl)cc3)nn(C)c2s1
  7% | 2.5% | -12% | ? | 6% | -0.2% | 61 | -34% | 3.8 | -0.3%

The list continues:
Values run as follows: GPR55 LPI antagonism | KOR beta-arrestin-1 | NOD1 NF-kB reporter | MgcRacGAP inhibition | GPR35 antagonists | GPR55 beta-arrestin | NTR1 ag cell count 20 µM | KOR beta-arrestin-2 | NTR1 ag | UTI89 phage lysis
Cc1ccc(S(=O)(=O)CCC(=O)Nc2ccccc2C)cc1
  7% | -1.4% | 1% | 5% | 3% | 0.0% | 84 | -13% | 0.1 | 0.1%
NC(=O)C1CC(=O)N(c2ccc(OCc3ccc([N+](=O)[O-])cc3)cc2)C1 (stereo not drawn)
  -14% | / | -34% | 1% | -12% | -0.3% | 68 | 4%[20 µM] | 0.2 | 0.1%
CC1=Nc2ccccc2/C1=C/c1sc(=S)n(-c2cccc(C(=O)O)c2)c1O
  -6% | -5.9% | -13% | 7% | -2% | -0.4% | / | -14% | / | -0.7%
CCN(CC)C(=O)Cn1cnc([N+](=O)[O-])n1
  20% | 2.7% | / | 4% | 4% | 0.3% | 48 | -6% | 1.6 | 0.3%[50 µM]
COc1ccc(C(=O)NC(C)CCc2ccccc2)c(OC)c1 (stereo not drawn)
  6% | -2.7% | 0% | -4% | 10% | 0.2% | 83 | 40% | 1.2 | -0.2%
CCCn1c(SCC(=O)N2CCCCC2)nc2c1c(=O)n(C)c(=O)n2C
  -9% | 2.6% | -30% | 2% | 1% | 0.0% | 57 | -34% | 2.1 | 0.0%
Cc1nc2ccc(C(=O)N/N=C/c3ccccc3O)cc2[nH]1
  -17% | -0.6% | 7% | 8% | -2% | -0.2% | 52 | 2% | -0.8 | 0.1%
CCOc1ccc(S(=O)(=O)N(C)c2ccc(OCC(=O)Nc3nccs3)cc2)cc1
  -7% | -3.8% | -39% | 3% | -8% | 0.1% | 25 | -15% | -0.2 | 1.7%
CCN(CC(=O)O)S(=O)(=O)c1cc(Cl)ccc1Cl
  12% | 1.5% | -17% | 15% | -6% | -0.1% | 33 | 13% | 2.2 | 1.8%
CCCCC(CC)CNC(=O)CC1Nc2c3ccccc3nc(=S)n2C1=O (stereo not drawn)
  0% | -5.4% | -25% | 5% | 3% | -0.1% | 60 | -15% | 4.1 | 0.2%
CCOCCCNC(=O)C(c1ccc(C)cc1)N(Cc1cccs1)C(=O)c1ccccc1O (stereo not drawn)
  8% | 0.7% | -5% | 2% | -17% | -1.2% | 73 | 18% | 0.2 | -1.8%
Cc1cc(=O)oc2cc(OCC(=O)OC(C)C(=O)NC3CCCC3)ccc12 (stereo not drawn)
  -1% | -3.3% | -46% | -2% | 15% | -0.4% | 62 | 22% | -0.2 | 0.3%
c1ccc2nc(N3CCN(Cc4ccc5c(c4)OCO5)CC3)cnc2c1
  -6% | -4.4% | 16% | -1% | 9% | -0.1% | 35 | -16%[20 µM] | 1.6 | -0.1%
Cn1c(CC(=O)Nc2ccccc2)cc2ccccc21
  -8% | -1.6% | -68% | -10% | -7% | -0.3% | 57 | -19%[20 µM] | -0.3 | -1.3%
COc1ccc(OCCCCOc2ccccc2Cl)cc1
  14% | 2.9% | -9% | 5% | -6% | -0.1% | 48 | -2% | 4.3 | 0.1%
Cc1ccc(C(=O)N/C(=C\c2ccc(-c3ccccc3[N+](=O)[O-])o2)C(=O)NCCN(C)C)cc1
  / | 5.8% | 1% | 15% | 9% | 0.0% | 59 | -4% | -1.4 | 0.8%
Cn1c(=O)c2c(nc(NC3CCCCC3)n2CC(O)COc2ccccc2)n(C)c1=O (stereo not drawn)
  -8% | -1.4% | 24% | 10% | -10% | 0.1% | 85 | -7% | 3.3 | 3.8%
CC1CCC(NC(=O)CCNC(=O)c2ccccc2)CC1 (stereo not drawn)
  11% | 3.8% | -38% | -4% | 0% | 0.1% | 38 | -6% | -1.5 | -0.5%
O=[N+]([O-])c1ccccc1N(CC1CO1)S(=O)(=O)c1ccccc1 (stereo not drawn)
  -9% | / | -16% | 4% | 6% | -0.2% | 103 | -15%[20 µM] | -0.8 | -0.9%
O=C(COC(=O)CCN=C1NS(=O)(=O)c2ccccc21)NC1CCCCCCC1
  10% | 2.1% | 1% | 14% | -3% | -0.3% | 55 | 7% | 0.0 | 0.2%
COCCCNC(=O)/C(C#N)=C/c1c(N2CCN(C)CC2)nc2c(C)cccn2c1=O
  8% | -6.1% | -7% | 10% | -14% | -0.1% | 57 | 1% | -0.4 | 0.1%
N#Cc1ccccc1Cn1c(-c2cscn2)nc2ccccc21
  -16% | 1.1% | 2% | 8% | -10% | -0.2% | 76 | -4% | -0.8 | 0.5%
Cc1cccc(NC(=O)c2cc(NC(=O)C3CCCCC3C(=O)O)ccc2Cl)n1 (stereo not drawn)
  10% | 1.5% | -9% | 6% | 4% | -0.1% | 75 | 1% | 0.3 | 0.7%
